# PAFAH1B2 inh: PAFAH1B2 enzyme inhibitors, primary screen, biochemical, fluorescence polarization, human | recombinant PAFAH1B2, FP-rhodamine activity probe | AID 492953, 2010 | Platelet-activating factor acetylhydrolase IB subunit alpha2 (Homo sapiens), P68402 | inhibition, % at 3.39 µM | actives 1.2% (n = 340,000);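 active means inhibition above the mean of all tested compounds plus 3 SD, cut at about 24% in these data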;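 further: 0% = enzyme with DMSO and 100% = wells lacking PAFAH1B2; many of its hits are not listed in these tables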
# MEX-5 binding: MEX-5 zinc finger RNA-binding disruptors – biochemical, C. elegans, fluorescence polarization, MLPCN library, primary screen; MEX-5/FITC-TCR2 RNA binding; stronger effect = lower value; activity score (negative = inhibition of binding), % at 10 µM; actives 0.38% (n = 300,000); AID 1832, 2009;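 active means inhibition past about -25% in most replicates, and total fluorescence under double the plate's negative control median, limit read from the data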;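 further: 0% = DMSO and -100% = 5 µM competing unlabeled TCR2 RNA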
# Target sequence (Q9XUB2 whole entry, looked up): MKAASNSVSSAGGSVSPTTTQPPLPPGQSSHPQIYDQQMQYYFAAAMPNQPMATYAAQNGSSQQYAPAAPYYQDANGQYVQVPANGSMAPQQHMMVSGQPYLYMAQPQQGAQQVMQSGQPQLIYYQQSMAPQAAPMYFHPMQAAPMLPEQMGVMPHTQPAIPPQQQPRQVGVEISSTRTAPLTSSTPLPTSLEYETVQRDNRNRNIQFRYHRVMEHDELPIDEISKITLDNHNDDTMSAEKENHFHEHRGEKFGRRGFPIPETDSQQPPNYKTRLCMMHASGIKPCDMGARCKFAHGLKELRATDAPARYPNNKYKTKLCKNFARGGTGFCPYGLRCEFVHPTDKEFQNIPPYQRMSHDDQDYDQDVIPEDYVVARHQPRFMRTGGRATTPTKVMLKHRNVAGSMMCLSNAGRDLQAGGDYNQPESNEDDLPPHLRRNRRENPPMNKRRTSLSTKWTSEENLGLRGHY
# AHR act: AHR activators, primary screen, cell-based, luminescence, luciferase reporter, human | Aryl hydrocarbon receptor (Homo sapiens), P35869 | AHR-responsive luciferase reporter cells | actives 2.5% (n = 320,000) | activation, % at 5 µM; in the data active means activation above about 47%;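 further: 0% = vehicle wells and 100% = reference agonist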
# Bcl-xL primary: inhibitors of human Bcl-xL, primary screen, biochemical, fluorescence polarization, HTS; AID 2129, 2009; Bcl-2-like protein 1 (Homo sapiens), Q07817; actives 0.7% (n = 320,000); inhibition, % at 10.9 µM; GST-Bcl-xL / FITC-Bim BH3 peptide fluorescence polarization;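 active means inhibition above the mean of all tested compounds plus 3 SD, cutoff set per campaign, cut at about 30% in these data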;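 further: 0% = DMSO wells and 100% = unlabeled Bim-BH3 peptide competitor; inhibitors lower millipolarization by displacing the labeled peptide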
# Fam108B inh: mouse Fam108B serine hydrolase inhibitors, primary screen, counter-screen for RBBP9 inhibitor project, biochemical, fluorescence polarization. recombinant Fam108B, FP-Rh probe fluorescence polarization. inhibition, % at 9.51 µM. actives 0.33% (n = 300,000);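 active means inhibition above the screen mean inhibition plus 3 SD, computed separately per campaign, cut at about 18% in these data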;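 further: inhibitors lower polarization as less probe binds the enzyme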
# pPAFAH inh: pPAFAH enzyme inhibitors, primary screen, biochemical, fluorescence polarization, human | recombinant pPAFAH, FP-rhodamine probe fluorescence polarization | actives 1.5% (n = 330,000) | Platelet-activating factor acetylhydrolase (Homo sapiens), Q13093 | AID 463082, 2010 | inhibition, % at 3.39 µM;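 active means inhibition above the mean inhibition across the screen plus 3 SD, cut at about 25% in these data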;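 further: inhibitors block binding of the rhodamine activity-based probe so polarization drops; 0% = enzyme with DMSO and 100% = wells lacking pPAFAH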
# Target sequence (Q13093 whole entry, looked up): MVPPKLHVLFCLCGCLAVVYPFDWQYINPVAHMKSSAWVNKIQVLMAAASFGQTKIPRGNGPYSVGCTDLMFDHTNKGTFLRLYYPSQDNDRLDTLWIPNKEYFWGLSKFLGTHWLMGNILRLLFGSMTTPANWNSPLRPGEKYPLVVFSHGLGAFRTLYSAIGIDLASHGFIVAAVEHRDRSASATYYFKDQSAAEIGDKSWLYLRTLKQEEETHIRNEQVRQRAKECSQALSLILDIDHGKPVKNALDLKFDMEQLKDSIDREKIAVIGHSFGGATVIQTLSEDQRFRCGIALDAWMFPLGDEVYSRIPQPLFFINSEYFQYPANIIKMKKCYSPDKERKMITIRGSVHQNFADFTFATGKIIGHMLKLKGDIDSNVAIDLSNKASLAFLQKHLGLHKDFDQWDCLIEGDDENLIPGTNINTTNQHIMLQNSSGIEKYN
# GLD-1 RNA inh: GLD-1/TGE RNA complex disruptors, primary screen, biochemical, fluorescence polarization | purified GLD-1 + fluorescein TGE RNA | inhibition, % at 5.96 µM | actives 0.44% (n = 320,000) | AID 2280, 2010;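 active means percent inhibition above a per-plate cutoff, the plate mean of test compounds plus 3 SD, cut at about 30% in these data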;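 further: 0% = DMSO wells with GLD-1 and probe and 100% = wells lacking GLD-1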
# MCL1-BIM inh: inhibitors of MCL1 binding to BIM-BH3, primary screen, biochemical, fluorescence polarization; Induced myeloid leukemia cell differentiation protein Mcl-1 (Homo sapiens), Q07820; GST-MCL1 / FITC-Bim-BH3 fluorescence polarization; inhibition, % at 10.9 µM; actives 0.68% (n = 320,000); AID 2057, 2009;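 active means inhibition above the mean inhibition of all tested compounds plus 3 SD, set per campaign, cut at about 40% in these data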;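 further: 0% = DMSO wells and 100% = unlabeled Bim-BH3 peptide control; higher means more loss of mP so more displacement of Bim peptide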
# PME-1 inh: PME-1 inhibitors via competitive probe labeling, primary screen, biochemical, fluorescence polarization, FP-Rh probe, HTS | actives 0.53% (n = 320,000) | recombinant PME-1 | AID 2130, 2009 | Protein phosphatase methylesterase 1 (Homo sapiens), Q9Y570 | inhibition, % at 5.9 µM;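 active means inhibition above the campaign mean of all compounds plus 3 SD, cut at about 26% in these data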;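 further: competitive labeling of PME-1 active site by serine hydrolase directed probe; 0% = PME-1 with DMSO and 100% = wells lacking PME-1 enzyme; inhibitors block probe labeling so polarization falls and inhibition rises; many of its hits are not listed in these tables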
# * marks the source's active call; other numbers are inactive results; x = not tested or not shown. Only part of the results is shown; the hit share may differ from the screen's.
SMILES,PAFAH1B2 inh,MEX-5 binding,AHR act,Bcl-xL primary,Fam108B inh,pPAFAH inh,GLD-1 RNA inh,MCL1-BIM inh,PME-1 inh
Cc1cc(CN2CCC(n3nccc3NC(=O)c3ccccc3Cl)CC2)cc(C)c1O,1,-7.2,1,-1,1,0,-1,-3,1
COc1ccc(CCNC(=O)c2ccc3c(c2)OCO3)cc1,7,-1.5,4,-3,-2,4,-5,4,-6
COc1cccc(-n2cn[nH]c2=S)c1,6,2.6,2,-9,4,1,6,-4,-4
CCC(=O)N1CCc2cc(S(=O)(=O)NCCC(=O)Nc3cc(C)cc(C)c3)ccc21,3,1.0,9,3,12,2,4,7,12
Oc1ccc2c(c1)C1CCCC1(N1CCOCC1)O2 (stereo unspecified),5,-3.1,3,15,2,19,2,13,-1
C=CCN1C(=O)CSC1=Nc1ccc(O)cc1,6,-2.0,0,4,1,9,10,3,1
CCCCOc1ccc(/C(O)=C2/C(=O)C(=O)N(CCN(C)C)C2c2ccc(O)c(OC)c2)cc1 (stereo unspecified),2,-0.2,-1,3,2,1,1,2,-5
Cc1cccc(CN2CCN(CC(=O)N3CCCC3)C2=O)c1,-1,1.1,0,0,3,4,0,5,-4
COC(=O)C1=CN(CC2CCCO2)C=C(C(=O)OC)C1c1cccc(O)c1 (stereo unspecified),x,3.7,0,0,2,0,8,1,-1
O=C(NCCc1ccccc1)C1CCN(S(=O)(=O)c2ccc(-c3nn[nH]n3)cc2)CC1,10,0.7,-2,5,0,2,-2,-6,-9
CCOCCn1c(CN2CCCCC2)nc2c1c(=O)n(C)c(=O)n2C,8,1.5,-1,6,1,1,-2,1,1
Cc1cc(C(=O)COC(=O)c2ccc(N)c([N+](=O)[O-])c2)c(C)n1-c1ccc2c(c1)OCO2,-6,2.7,1,-2,-19,11,1,3,-24
CCOc1ccc(-n2c(SCC(=O)Nc3ccccc3C)n[nH]c2=O)cc1,-1,-0.3,2,-4,2,-1,4,-3,14
O=C(c1cc2c(ccc3ccccc32)o1)N1CCN(c2ncc(C(F)(F)F)cc2Cl)CC1,-1,1.8,-2,5,-2,0,-8,6,-2
CCn1c(SCC(=O)NC2CCCc3ccccc32)nnc1-c1ccncc1 (stereo unspecified),2,-4.8,0,2,0,-1,-5,1,3
COc1ccc2c(=O)cc(-c3cccnc3)oc2c1OC,10,-1.1,19,1,1,6,6,0,6
COc1ccc(C)cc1N(C(=O)c1cccc(F)c1)c1nc2ccccc2s1,7,x,37,-5,-7,5,-3,-16,-2
COc1ccc(/C=N/n2c(C)nc3ccccc3c2=O)cc1,2,0.0,-1,4,2,-3,-5,3,-2
CCc1ccc(-n2ccc(=O)c(C(=O)O)n2)cc1,6,1.1,2,7,0,4,-4,10,1
CCC(NC(=O)Cn1cnc2c(=O)n(C)c(=O)n(C)c21)c1ccccc1 (stereo unspecified),1,-1.6,-1,-3,3,3,4,3,1

# 2 of the compounds above, with two lines to a compound:
# Values run as follows: PAFAH1B2 inh	MEX-5 binding	AHR act	Bcl-xL primary	Fam108B inh	pPAFAH inh	GLD-1 RNA inh	MCL1-BIM inh	PME-1 inh
COc1ccc(CCNC(=O)c2ccc3c(c2)OCO3)cc1
 : 7	-1.5	4	-3	-2	4	-5	4	-6
COc1cccc(-n2cn[nH]c2=S)c1
 : 6	2.6	2	-9	4	1	6	-4	-4

# (more compounds)
SMILES,PAFAH1B2 inh,MEX-5 binding,AHR act,Bcl-xL primary,Fam108B inh,pPAFAH inh,GLD-1 RNA inh,MCL1-BIM inh,PME-1 inh
CCn1c(=O)c(C(=O)NCCc2ccccc2)c(O)c2ccccc21,4,1.2,42,-3,-7,0,-11,-1,-10
O=C(Cc1ccccc1)Nc1ccc(C(=O)Nc2ccc(O)cc2)cc1,1,1.4,0,-2,3,6,5,3,5
CC(=O)Nc1ccc2c(c1)C(=O)N(C1CCCCC1)C2=O,10,-0.5,2,4,3,-5,1,5,1
c1ccn2c(SCc3cn4ccsc4n3)nnc2c1,-2,-1.6,6,4,-5,-2,7,5,1
Cn1c(SCC(=O)NCc2ccc(F)cc2)nc2ccccc21,4,1.0,-3,-4,-3,-4,3,-6,5
O=C1C=C(N2CCCCC2)c2ccccc2C1=O,x,-2.6,15,7,69*,11,2,1,40*
CC(C)CC(=O)Nc1ccccc1N1CCN(C(=O)c2ccccc2)CC1,-2,-0.7,-1,10,1,-2,-2,5,-3
C=CCn1c(=O)c2ccccc2n2c(SCC(=O)N3CCCc4ccccc43)nnc12,1,0.2,0,5,1,-2,0,5,-1
COc1ccc(NC(=O)c2ccc(-c3ccc([N+](=O)[O-])cc3)o2)cc1OC,3,-0.7,21,3,10,14,0,-7,6
COC(=O)c1ccc(CNC(=O)c2sccc2-c2ccccc2)cc1,3,-8.9,1,4,-2,-4,10,8,4
COc1ccc(/C=N/NC(=O)CNC(=O)c2ccncc2)cc1OC,5,2.1,4,1,4,-2,13,3,-3
O=C(O/N=C(/c1ccccc1)c1ccncc1)c1ccc(F)cc1,x,0.9,2,1,3,3,0,-3,1
O=C1N(c2cccc3ccccc23)C(c2ccccc2)N2CCCN12 (stereo unspecified),3,-0.6,0,2,6,-4,-3,8,-5
CC(=O)Oc1ccc(Cl)cc1/C=C/c1ccc2ccccc2n1,0,2.2,71*,2,0,-8,9,-1,11
O=S(=O)(NCc1ccccn1)c1ccc(F)cc1,3,-0.6,1,4,-1,3,4,5,3
O=C1CSC2(C(=O)N3CCCc4cccc2c43)N1c1cccc(C(F)(F)F)c1 (stereo unspecified),4,-1.9,-1,4,1,-3,-1,3,-1
Cc1ccc(C(=O)Nc2cccc(-c3cnc4ccccc4n3)c2)cc1,5,-1.6,9,-3,3,2,0,-2,2
C[C@@H]1COC(=O)[C@@H](CC(=O)OC(C)(C)C)C/C=C\C[C@H](CC(=O)N(CCO)Cc2ccccc2)C(=O)N1,3,x,-1,x,x,2,2,x,x
Cc1nn(-c2ccc(N3CCCCC3)nn2)c(C)c1CCC(=O)Nc1ccc(F)cc1,15,-0.2,3,3,-2,6,3,1,-4
C(=C\c1ccccn1)/c1ccncc1,2,-3.2,1,10,-6,8,2,5,0
CCOC(=O)c1cnc2c(C)cc(Cl)cc2c1N1CCN(C)CC1,3,-1.8,4,-3,-1,6,-1,-1,1
CCc1cc(C(c2ccc(F)cc2)N2CCOCC2)c(NC(=O)c2ccccc2)s1 (stereo unspecified),9,0.3,2,6,3,2,4,4,-3
CC(C)Cc1cc(C(=O)N2CCCC(C(=O)c3cc(F)ccc3F)C2)n(C)n1 (stereo unspecified),1,-0.7,-1,5,3,3,3,5,-2
CCN(CC)S(=O)(=O)c1ccc(OCCNS(C)(=O)=O)cc1,1,0.6,-2,4,8,-1,0,1,-2
Cc1cc(C)nc(NN=C2CCCC2)n1,-5,-6.8,19,5,1,6,4,17,7
COc1ccc(N2CC(C(=O)NCCc3c[nH]c4ccccc34)CC2=O)cc1 (stereo unspecified),1,1.1,4,5,-1,1,-1,9,-7
CCCCC(=O)Nc1ccc(C(=O)Nc2ccc(S(=O)(=O)Nc3nccc(C)n3)cc2)cc1,11,3.3,-2,4,0,-4,-3,14,-6
CCc1ccccc1N(CC(=O)Nc1cccc(N(C)S(C)(=O)=O)c1)S(C)(=O)=O,0,-1.1,1,-3,0,2,0,3,-3
COCCn1c(SCC(=O)NC(=O)NC2CCCCC2)nc2ccccc2c1=O,1,x,0,x,x,-3,2,x,x
C=C1CCN([C@@H](C)C(=O)OCc2cccc(C)c2)S(=O)(=O)c2ccccc21,1,0.0,1,3,3,-1,0,4,4
COCC(=O)Nc1cccc(Br)c1,1,-0.1,-2,6,-1,2,-1,4,1
Cc1cc(O)c2c(c1)C(=O)c1cc(O)cc(O)c1C2=O,4,-0.4,0,-10,16,30*,3,-20,15
CCOC(=O)C1CCCN(C(=O)c2cc(CN3C(=O)c4ccccc4C3=O)ccc2OC)C1 (stereo unspecified),-2,4.5,1,5,3,3,6,6,14
Cc1ccc(/C=C/C(=O)O)cc1S(=O)(=O)N1CCc2ccccc21,3,1.8,3,5,-4,7,-9,11,-2
CC(C)NC(=O)C(c1ccc(F)cc1)N(C(=O)CCC(=O)Nc1ccccn1)c1ccccc1F (stereo unspecified),1,1.6,0,2,-2,3,1,0,8
COc1ccc(CNC(=O)CSc2nnc(NC(=O)c3ccccc3F)s2)cc1,5,-0.5,6,-2,1,2,-1,8,-3
COc1ccc(S(=O)(=O)Nc2cccc(S(=O)(=O)N3CCCC3)c2)cc1OC,0,-4.6,-1,0,1,0,2,0,3
CCCCn1c(N)c(N(CC)C(=O)c2cc(OC)cc(OC)c2)c(=O)[nH]c1=O,4,-0.5,0,-11,0,2,-4,-17,1
COc1ccc(CN(CC(=O)NCc2ccc(F)cc2)C(=O)CCC(=O)Nc2ccccn2)cc1,13,-0.5,-1,1,-1,7,7,1,-3
COc1cc(CCCN2CCNC[C@@H]2Cc2ccccc2)cc(OC)c1OC,0,2.7,1,2,-5,5,5,8,1
COCCCNC(=O)c1c(N)n(/N=C/c2cccs2)c2nc3ccccc3nc12,-1,-4.7,9,6,-2,3,1,5,7
O=S(=O)(NCc1cc(-c2ccccc2)no1)c1ccccc1,2,-1.1,1,5,0,0,0,-3,-5
CC(C)CCN1C(=O)c2ccc(C(=O)NCC3CCCO3)cc2C1=O (stereo unspecified),5,-0.9,6,0,3,1,-1,1,0
O=C(O)c1cc(C2CC2)nc2ccccc12,5,1.4,11,3,-2,0,2,2,0
CCOC(=O)N1CCN(c2ccc(S(=O)(=O)N3CCOCC3)cn2)CC1,-1,x,-1,x,x,2,3,x,x
COc1ccc(C)cc1NC(=O)c1nnn(Cc2cccc(F)c2)c1N,0,0.5,14,-4,-4,3,8,1,-6
CCC(Oc1ccccc1)C(=O)N1CCC(C(N)=O)CC1 (stereo unspecified),-1,0.5,1,-14,-6,-7,-10,-21,5
COc1cc(-c2nc(C)c(C(C)=O)n2O)ccc1OCC(=O)Nc1ccc(F)cc1,5,0.5,8,11,3,2,0,-1,5
CN1CCN(C(=O)c2cc3nc(-c4ccccc4)cc(-c4ccccc4)n3n2)CC1,0,1.9,1,3,1,19,-1,0,6
Cc1cccc(-c2noc(CCC(=O)Nc3ccc(C(N)=O)cc3)n2)c1,x,0.0,-3,7,2,6,6,5,2
COC(=O)C(O)(NC(=O)NC(C)=O)C(F)(F)F (stereo unspecified),6,3.6,3,-1,0,5,-3,-2,-4
CN1CCN(S(=O)(=O)c2cccc(C(=O)Nc3nc(-c4ccccc4)cs3)c2)CC1,7,x,18,-2,0,0,10,2,-4
O=C(NCC(=O)N(CC1CCCO1)C1(C(=O)NC2CCCC2)CCCCC1)c1ccccc1 (stereo unspecified),-3,0.5,1,3,-2,0,9,5,4
C#CCNC(=O)C1=C[C@@H](c2ccc(C(F)(F)F)cc2)C[C@@H](OCc2ccc(CO)cc2)O1,9,0.7,2,4,0,8,4,4,-4

# Source: PubChem
